Assay outcomes from PubChem BioAssay.
Tau fibril ThT: blocks human tau fibril formation measured by thioflavin T. hit rate 2.1% among 270,000. P10636. Potency, µM (titrated, usually from 57.4 µM), without a hit: at the highest dose activity, negative = inhibition, usual class: inhibitors. recombinant tau K18 P301L, heparin-induced fibrillization, ThT fluorescence; active means well fitted inhibition curve with a large enough effect; inconclusive means small, poorly fitted or top-dose-only effect; further: nearly all actives have a fitted effect of over 55% in size
Target sequence (P10636 561-689 P618L limits assumed): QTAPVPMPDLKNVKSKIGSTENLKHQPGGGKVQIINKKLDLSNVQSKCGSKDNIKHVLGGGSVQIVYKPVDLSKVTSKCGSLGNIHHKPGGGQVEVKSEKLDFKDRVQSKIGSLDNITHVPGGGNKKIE
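Using a mix of unlabeled (15 uM) and Alexa 594-labeled (0.24 uM) tau K18 P301L, heparin-triggered fibrillization over 6 hr at 37 C was scored by ThT fluorescence.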
LMNA splice mod: modulators of lamin A splicing; Potency, µM (top dose mostly 46.1 µM), for the others: at the highest dose ratio change, negative = inhibition, most hits filed as inhibitors; HeLa LMNA splicing GFP/RFP minigene ratio, 48 h; AID 1487; hit rate 0.01% among 200,000; active means well fitted inhibition curve with a large enough effect in the signal ratio, with a control signal flat, not every such curve was filed as active; inconclusive means small, poorly fitted or top-dose-only effect, or effect the other way, or a change in a side signal; the % refers to the signal ratio
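Read-out is the ratio of GFP to DsRed2 object intensity, acquired by 488 nm laser-scanning cytometry on HeLa lamin A-EGFP minigene reporter cells. Compound incubation 48 hrs at 37 °C in Opti-MEM with 2% FBS; DMSO 0.5% final.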
* hit, by the source's call; ? = inconclusive; [ ] = remark or other dose. On the % scale 0 is the no-effect control and ±100 the full control effect; potency means the concentration at half of the fitted maximal effect. The list is partial. The share of hits here may be higher or lower than overall.

Preview (5 entries):
SMILES	Tau fibril ThT	LMNA splice mod
Cc1ccc(-n2ncc(C(=O)Nc3ccc(C)c(F)c3)c2C2CCN(C(=O)OC(C)(C)C)CC2)cc1C	-1%	-7%[46 µM]
Cc1nn(-c2ccc(N3CCCCC3)nn2)c(C)c1CCC(=O)NCc1ccccc1F	-4%	-3%[46 µM]
Cc1noc2ncnc(NCc3ccc(Cl)cc3)c12	3%	9%[46 µM]
Cc1nc(N2CCCC2)ncc1C(=O)NCc1ccc(F)cc1	1%	5%[46 µM]
COc1ccc(CNc2ncnc3c2nc2n3CCCC2)cc1	4%	12%[46 µM]

All compounds of this part, from the first entry:
SMILES	Tau fibril ThT	LMNA splice mod
Cc1ccc(-n2ncc(C(=O)Nc3ccc(C)c(F)c3)c2C2CCN(C(=O)OC(C)(C)C)CC2)cc1C	-1%	-7%[46 µM]
Cc1nn(-c2ccc(N3CCCCC3)nn2)c(C)c1CCC(=O)NCc1ccccc1F	-4%	-3%[46 µM]
Cc1noc2ncnc(NCc3ccc(Cl)cc3)c12	3%	9%[46 µM]
Cc1nc(N2CCCC2)ncc1C(=O)NCc1ccc(F)cc1	1%	5%[46 µM]
COc1ccc(CNc2ncnc3c2nc2n3CCCC2)cc1	4%	12%[46 µM]
Cc1ccc(S(=O)(=O)c2cn(Cc3ccccc3)c3cc(N4CCCC4)c(F)cc3c2=O)cc1	-1%	-4%[46 µM]
COc1ccc(CNC(=O)c2cc(=O)[nH]c3ccc(S(=O)(=O)N4CCCC4)cc23)c(OC)c1	4%	-9%[46 µM]
COc1ccc(OC)c(CNC(=O)c2ccc(Sc3ccc(Cl)cc3)c(NC(C)=O)c2)c1	-9%	-14%[46 µM]
COC(=O)c1c(-c2cccs2)csc1NC(=O)c1ccc(OC)c(OC)c1	?	16%[46 µM]
CCOC(=O)c1ccc(NC(=O)CSc2nccn2-c2cc(C)cc(C)c2)cc1	-6%	11%[46 µM]
COc1ccc(CCNC(=O)Cn2cc(S(=O)(=O)Cc3ccccc3F)c3ccccc32)cc1OC	-12%	5%[46 µM]
CCn1nc(C)c2c(-c3ccccc3)cc(=O)n(C(C)C(=O)NCc3cccc(OC)c3)c21 (stereo not drawn)	?	-22%[46 µM]
CCc1cccc(NC(=O)C2CCN(S(=O)(=O)c3cccc(-c4noc(C)n4)c3)CC2)c1	6%	?
CCC(CO)NC(=O)C(=O)Nc1c2c(nn1-c1ccc(F)cc1)CSC2 (stereo not drawn)	?	9%[46 µM]
COc1cc2c(cc1OC)C(COc1ccc(C(C)C)cc1)N(C(=O)c1ccc(S(=O)(=O)N3CCCC3)cc1)CC2 (stereo not drawn)	-4%	-3%[46 µM]
COc1ccccc1NC(=O)CSCc1cc(=O)c2c(C)cc(C)cc2[nH]1	-14%	3%[46 µM]
O=C(NCCc1ccc(Cl)cc1)c1cnc2sc(N3CCCC3)nn2c1=O	4%	9%[46 µM]
CC1C(=O)N2CCCc3cc(S(=O)(=O)Nc4ccc(Br)cc4F)cc1c32 (stereo not drawn)	-3%	?
Cc1ccc(C)c(NC(=O)C2CCCN(c3ncnc4onc(C)c34)C2)c1 (stereo not drawn)	-7%	12%[46 µM]
COc1ccc2c(c1)CCc1sc(NC(=O)c3ccc(Br)cc3)nc1-2	?	-4%[46 µM]
CCOc1ccccc1CNC(=O)C1CCN(C2=NS(=O)(=O)C(c3ccc(C)c(C)c3)=C2C)CC1	?	5%[46 µM]
Cc1ccc2[nH]c(CSc3nnc(C)s3)cc(=O)c2c1	0%	?
Cc1cc(C)cc(-n2c(SCC(=O)N3CCCCCC3)nc3c([nH]c4ccccc43)c2=O)c1	-17%	?
COc1ccc(Cn2c(CO)cnc2SCc2ccc(F)cc2)cc1	-5%	?
COc1cccc(C2C(C(=O)Nc3ccc(C)cc3C)=C(C)Nc3c(C(=O)Nc4ccccc4)cnn32)c1 (stereo not drawn)	?	14%[46 µM]
Cc1cc(=O)[nH]c2nnc(SCc3ccc(C(F)(F)F)cc3)n12	-2%	?
COc1cccc(-n2c(SCC(=O)N3CCc4ccccc43)nc3c([nH]c4ccccc43)c2=O)c1	?	?
Cc1ccc(CNC(=O)CSc2nc(=O)n(Cc3ccco3)c3c2CCC3)cc1	-12%	?
CCOC(=O)c1cc(-c2ccccc2)n(-c2cccc(C(=O)N(CC)c3ccccc3)c2)c1C	?	?
CC(=O)c1cccc(NC(=O)c2sc(-n3nc(C)c(Cc4ccccc4)c3C)nc2C)c1	-4%	9%[46 µM]
Cc1nc(-c2cccc(NC(=O)Nc3ccc([N+](=O)[O-])cc3)c2)no1	?	-18%[46 µM]
COc1cccc(C2C(C(N)=O)=C(C)Nc3nc(CCCO)nn32)c1 (stereo not drawn)	2%	19%[46 µM]
COc1cccc2cc(-c3cn4c(n3)sc3cc(F)ccc34)c(=O)oc12	?	13%[46 µM]
Cc1ccc(C2C(=O)N(C3CCCCCC3)CC(=O)N2CCC2=CCCCC2)cc1 (stereo not drawn)	-13%	?
Cc1ccc(NC(=O)Nc2nnc(SCC(=O)Nc3ccc(F)cc3F)s2)cc1	4%	6%[46 µM]
CC(C)(C)OC(=O)N1CCC(c2c(C(=O)NCc3ccco3)cnn2-c2ccc(F)cc2F)CC1	-4%	?
COC(=O)c1sccc1S(=O)(=O)N(CC(=O)Nc1ccc(C)cc1)c1ccccc1	2%	10%[46 µM]
O=C(COc1ccccc1)NCc1ccc2c(c1)CCN2C(=O)c1ccccc1	8%	?
O=C(CN1C(=O)COc2ccc(S(=O)(=O)NC3CCCC3)cc21)NCc1ccc(Cl)cc1	16%	?
COc1cc2c(cc1OC)C(COc1ccc(F)cc1)N(C(=O)c1cccc(F)c1)CC2 (stereo not drawn)	-15%	-13%[46 µM]
COc1cccc(CNCCSc2nnnn2-c2ccccc2)c1OC	-5%	19%[46 µM]
COc1cccc(CN(Cc2ccco2)c2cnc(S(C)(=O)=O)nc2C(=O)Nc2cccc(Cl)c2C)c1	-7%	-3%[46 µM]
O=C(NCC(c1ccc2c(c1)OCO2)N1CCN(c2ccccc2)CC1)c1ccc(F)c(F)c1 (stereo not drawn)	-17%	?
Cc1ccc(N2CC(NC(=O)C3CC3)CC2=O)cc1C (stereo not drawn)	-5%	?
COc1cccc(C(=O)N2CCN(CCc3ccncc3)CC2)c1	-2%	1%[46 µM]
Cc1ccc(OC(C)C(=O)N2CCN(CCc3ccncc3)CC2)cc1C (stereo not drawn)	-5%	5%[46 µM]
COc1cc(OC)c(OC)cc1CN1CCc2nc(N3CCN(C)CC3)ncc2C1	-8%	0%[46 µM]
COc1ccc(-c2noc(N3CCC(C(=O)N(C)c4cc(Cl)ccc4OC)CC3)n2)cc1	-10%	0%[46 µM]
CCOC(=O)c1c(NC(=O)c2ccc(S(=O)(=O)N(CC(C)C)CC(C)C)cc2)sc2c1CCN(C(=O)OCC)C2	6%	5%[46 µM]
CC(C)NC(=O)N1CCC(N2CCN(Cc3ccc(F)cc3)C(=O)C2=O)CC1	3%	-12%[46 µM]
Continued.
SMILES	Tau fibril ThT	LMNA splice mod
CCOc1ccc(CCNC(=O)Cn2nc(-c3ccc(C)cc3)ccc2=O)cc1OCC	-13%	2%[46 µM]
CCN(CC)c1cc2c(cc1F)c(=O)c(S(=O)(=O)c1ccc(C)cc1)cn2Cc1ccc(F)cc1	-1%	12%[46 µM]
Cc1ccc(S(=O)(=O)N2CCCc3cc(NC(=O)c4ccc(F)c(F)c4)ccc32)cc1	11%	16%[46 µM]
Cc1ccc(OCC(=O)Nc2nnc(S(=O)(=O)N3c4ccccc4CC3C)s2)cc1 (stereo not drawn)	?	0%[46 µM]
CCCN(C(=O)Cn1ncc2c([nH]c3ccc(C)cc32)c1=O)c1ccccc1C	-8%	1%[46 µM]
COc1cc(C(=O)Nc2nnc(S(=O)(=O)N(C)c3ccccc3)s2)cc(OC)c1OC	?	14%[46 µM]
Cc1ccc(NC(=O)CSc2nc(=O)n(CCCN(C)C)c3c2CCC3)cc1F	-16%	-3%[46 µM]
COc1cc(OC)c(NC(=O)CN2CCCN(Cc3ccccc3C)S2(=O)=O)cc1Cl	0%	-3%[46 µM]
CCCCNC(=O)c1sc2ncccc2c1-n1cccc1	1%	-6%[46 µM]
Cc1cc(C)c(S(=O)(=O)NCCS(=O)(=O)N2CCN(c3ccccc3)CC2)c(C)c1	-7%	-13%[46 µM]

Profiles from above. Values in the order: Tau fibril ThT | LMNA splice mod
COc1cc(OC)c(NC(=O)CN2CCCN(Cc3ccccc3C)S2(=O)=O)cc1Cl is entered as 0% | -3%[46 µM]
Cc1ccc(NC(=O)CSc2nc(=O)n(CCCN(C)C)c3c2CCC3)cc1F is entered as -16% | -3%[46 µM]
CCOc1ccc(CCNC(=O)Cn2nc(-c3ccc(C)cc3)ccc2=O)cc1OCC is entered as -13% | 2%[46 µM]
Cc1ccc(OCC(=O)Nc2nnc(S(=O)(=O)N3c4ccccc4CC3C)s2)cc1 (stereo not drawn) is entered as ? | 0%[46 µM]
CCN(CC)c1cc2c(cc1F)c(=O)c(S(=O)(=O)c1ccc(C)cc1)cn2Cc1ccc(F)cc1 is entered as -1% | 12%[46 µM]

Next part
SMILES	Tau fibril ThT	LMNA splice mod
COc1ccc(CC(=O)NC2CC(=O)N(c3cccc(F)c3)C2)cc1 (stereo not drawn)	-4%	11%[46 µM]
CCOC(=O)C1CCCN(C(=O)c2ccc3c(c2)sc2nc(-c4ccc(C)cc4C)cn23)C1 (stereo not drawn)	8%	?
Cc1ccc(CNC(=O)c2cc(-c3ccc(Cl)cc3)on2)cc1	-2%	13%[46 µM]
O=C(CCc1ccccc1)N1CCc2c([nH]c3ccccc23)C1c1ccc(Cl)cc1 (stereo not drawn)	0%	?
COc1ccc(CCC(=O)NCc2ccc3c(c2)CCN3C(=O)c2ccc(F)cc2)cc1	2%	-4%[46 µM]
CCN(CC)CCN(C(=O)c1ccc(C(=O)OC)cc1)c1nc2ccc(Cl)cc2s1	5%	-5%[46 µM]
CS(=O)(=O)NCC(c1ccco1)N1CCN(c2ccccc2)CC1 (stereo not drawn)	-10%	-17%[46 µM]
O=C(CN1CCN(CC(=O)Nc2ccccc2F)CC1)Nc1ccc(Cl)c(C(F)(F)F)c1	-10%	-2%[46 µM]
O=C(C1CCN(c2ncnc3c2nc2n3CCCCC2)CC1)N1CCN(c2ccc(F)cc2)CC1	-11%	?
Cc1cccc(C(=O)Nc2cccc(OCc3cc(=O)n4cccc(C)c4n3)c2)c1	1%	?
Cc1ccc(CCNC(=O)c2cc3cc(S(=O)(=O)N4CCCCC4)ccc3n2C)cc1	3%	16%[46 µM]
Cc1ccc(CNC(=O)CCC(=O)N2Cc3ccccc3Oc3ncccc32)cc1	11%	5%[46 µM]
Cc1ccc(Cl)cc1N1CCN(c2ncnc3c2nc2n3CCCCC2)CC1	-13%	?
CCOc1ccc(Nc2oc(-c3ccc(COc4ccccc4C)o3)nc2C#N)cc1	-5%	5%[46 µM]
CC(C)NC(=O)C1CCN(C(=O)N2CC(C)Oc3ccccc32)CC1 (stereo not drawn)	?	13%[46 µM]
O=C(NCCc1csc(-c2ccc(F)cc2)n1)C(=O)Nc1ccc(Cl)cc1	17%	9%[46 µM]
Cc1ccc2c(c1)-c1onc(C(=O)N3CCN(c4ccc(Cl)cc4)CC3)c1CO2	?	-21%[46 µM]
Cc1ccc(OC(=O)c2snnc2C)cc1C	?	10%[46 µM]
Cc1cc(NC(=O)CSc2nc(-c3ccccc3F)nc3c2c(=O)n(C)c(=O)n3C)no1	-1%	-2%[46 µM]
COc1ccc(Cl)cc1NC(=O)Cn1cc(C(=O)c2ccncc2)c(=O)c2cc(C)ccc21	-4%	-2%[46 µM]
COc1ccccc1N1CCN(C(=O)CCNS(=O)(=O)c2ccc3c(c2)CCN3C(=O)C2CC2)CC1	-16%	4%[46 µM]
Cc1ccc(/C=C/c2onc(C)c2S(=O)(=O)N2CCC(C(=O)N3CCOc4ccccc43)CC2)cc1	7%	15%[46 µM]
Cc1c(CCNC(=O)c2c(F)cccc2F)sc2nc(-c3ccc(F)cc3)nn12	-1%	1%[46 µM]
COc1ccc(NC(=O)COCc2cc(-c3ccco3)on2)cc1	-14%	15%[46 µM]
COC(=O)c1cnn(-c2ccc(C(=O)Nc3ccc(OC(F)(F)F)cc3)cc2)c1N	?	-18%[46 µM]
Cc1cc(=O)[nH]c2nnc(SCc3ccc(Cl)c(Cl)c3)n12	-2%	-10%[46 µM]
O=C(COc1ccccc1F)NC1CC(=O)N(c2ccc3c(c2)OCCO3)C1 (stereo not drawn)	0%	?
Oc1c(C(c2ccccc2Cl)N2CCCC2)sc2nc(-c3ccco3)nn12 (stereo not drawn)	-2%	-5%[46 µM]
Cc1ccc(Cl)c2sc(N3CCN(C(=O)C4CC4)CC3)nc12	?	?
CN1CCN(CCCNC(=O)c2cnn(-c3ccccc3)c2C2CCN(C(=O)OC(C)(C)C)CC2)CC1	1%	11%[46 µM]
CCc1ccc2ncc3c(-c4ccc(C)cc4)nn(CC(=O)NCc4ccccc4)c3c2c1	-7%	-19%[46 µM]
Cc1ccccc1Cn1c(CN2CCC(C(=O)NCCc3ccccc3)CC2)cc2ccccc21	-17%	?
CCCNC(=O)c1ccc2c(c1)nc1n2CCCCC1	-2%	14%[46 µM]
